SIRT5 block = sirtuin-5 (human) deacylase inhibition; AID 652115; inhibition, % at 15 µM; hit rate 1.1% among 330,000; Purified SirT5, succinyl-peptide AMC, trypsin-coupled fluorescence; in the data active means inhibition above about 15%
DENV2 CPE rescue = protects cells from dengue virus 2 cytopathic effect; DENV2-infected cells, cytopathic effect rescue, plate reader; CPE inhibition, % at 9.99 µM; hit rate 1.7% among 350,000; in the data active means CPE inhibition above about 20%, passing the limit was not always enough; tested in BHK-21 cells;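 further: 0% = median of neutral control wells and 100% = median of positive control wells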
miR-122 sensor = miR-122 inhibition in Huh7 cells; hit rate 0.3% among 340,000; activation (reporter increase), % at 12.5 µM; Huh7 miR-122 Renilla luciferase sensor, 48 h; neutral wells = 0, positive control = 100; AID 602342;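 active means mean replicate activation score at least 90 and every replicate individually at or above 90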;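 further: higher luciferase means less miR-122 activity so hits act as miR-122 inhibitors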
Casp6 inh = inhibitors of human caspase-6; P55212; purified caspase-6, Z-VEID-R110 cleavage fluorescence; inhibition, % at 12.5 µM; hit rate 0.53% among 350,000; AID 686996;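 active means mean inhibition across replicates at least about 35%, with every replicate also reaching that limit, limit read from the data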;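 further: 0% = median of neutral control wells and 100% = no fluorescence left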
ERAP1 HTS inh = inhibitors of human ERAP1 aminopeptidase; Q9NZ08; AID 652197; hit rate 0.15% among 340,000; recombinant ERAP1, Leu-AMC fluorescence, 60 min; inhibition, % at 10.7 µM;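 active means mean replicate inhibition of at least 30%, or all replicates individually reaching that 30% level; inactive means mean below 30% and not every replicate reaching it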;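 further: 0% = neutral control wells and 100% = L-leucinethiol positive control wells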
Target sequence (Q9NZ08 whole entry, looked up): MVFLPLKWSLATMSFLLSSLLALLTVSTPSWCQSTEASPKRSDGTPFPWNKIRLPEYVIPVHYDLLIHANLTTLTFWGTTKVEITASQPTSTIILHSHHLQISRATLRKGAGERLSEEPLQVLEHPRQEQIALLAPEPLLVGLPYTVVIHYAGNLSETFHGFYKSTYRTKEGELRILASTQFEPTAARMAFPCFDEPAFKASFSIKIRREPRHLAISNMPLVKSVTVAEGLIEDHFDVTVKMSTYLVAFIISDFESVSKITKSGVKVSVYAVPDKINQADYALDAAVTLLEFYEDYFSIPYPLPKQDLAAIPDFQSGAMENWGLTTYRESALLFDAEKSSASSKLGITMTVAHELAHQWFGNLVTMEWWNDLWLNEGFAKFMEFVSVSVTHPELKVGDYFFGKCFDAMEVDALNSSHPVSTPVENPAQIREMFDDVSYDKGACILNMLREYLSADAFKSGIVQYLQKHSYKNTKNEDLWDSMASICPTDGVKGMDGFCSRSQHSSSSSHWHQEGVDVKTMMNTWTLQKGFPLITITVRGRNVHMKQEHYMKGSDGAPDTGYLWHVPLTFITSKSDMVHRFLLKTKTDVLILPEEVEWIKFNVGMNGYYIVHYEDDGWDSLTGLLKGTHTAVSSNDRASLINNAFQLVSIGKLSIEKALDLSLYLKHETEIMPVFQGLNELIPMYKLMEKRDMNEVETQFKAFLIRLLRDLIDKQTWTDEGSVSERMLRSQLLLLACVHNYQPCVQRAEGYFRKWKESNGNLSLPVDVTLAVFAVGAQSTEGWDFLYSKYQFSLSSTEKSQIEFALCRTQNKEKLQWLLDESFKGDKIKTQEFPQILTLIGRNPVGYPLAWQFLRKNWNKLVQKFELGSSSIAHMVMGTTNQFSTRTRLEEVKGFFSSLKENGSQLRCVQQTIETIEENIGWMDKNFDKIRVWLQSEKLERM
F508del corr = CFTR F508del correction in bronchial cells; hit rate 0.36% among 350,000; activity (quench increase), % at 7.58 µM; CFBE cells, YFP halide quenching; stimulated with forskolin plus potentiator P3; % fluorescence drop versus neutral controls;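 active means mean added fluorescence quench of at least 8% versus neutral control, with both replicates also reaching 8%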;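 further: cells transiently co-express mutant CFTR-F508del with the halide-sensitive YFP; corrector assay measuring rescue of mutant channel to the surface after 24 h compound exposure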
ERp5 block = ERp5 (human) disulfide isomerase inhibition | Q15084 | ERp5 insulin aggregation, absorbance 650 nm, 90 min | inhibition, % at 9.99 µM | hit rate 0.05% among 350,000;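 active means mean replicate inhibition above about 25%, with every replicate also reaching it, limit read from the data, passing the limit was not always enough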
Numbers without * were called inactive; / = no result given; & = joins results of further samples; [ ] = dose if it differs, or a comment.

1. CO[C@H]1CN(C)C(=O)c2ccc(NC(=O)C3CCCCC3)cc2OC[C@@H](C)NC[C@@H]1C
2. CC(C)Oc1ccccc1/C=N/Nc1ccccc1[N+](=O)[O-]
3. CN(O)/C=C/C(=O)c1ccc(Br)cc1
4. Oc1c(Br)cc(C=Nc2ccc3nc(-c4ccccc4)[nH]c3c2)c(O)c1Br
5. O=C(NC(=S)Nc1cccc(O)c1)c1cncc(Br)c1
6. Cn1nc(C2CC2)cc1NC(=O)C1(C)CCN1C(=O)c1ccccc1CCc1ccccc1 (configuration not stated)
7. Cc1ccc(C(=O)Nc2ccc(Oc3cccc(C(F)(F)F)c3)nc2)cc1
8. C[C@H]1CN([C@@H](C)CO)C(=O)c2cccc(NC(=O)Nc3ccccc3)c2O[C@H]1CN(C)CC1CCCCC1
compound no. | 1 | 2 | 3 | 4 | 5 | 6 | 7 | 8
SIRT5 block | -2 | / | -6 | 11 | -1 | / | -3 | -2
DENV2 CPE rescue | -9 | 0 | 3 | -4 | 3 | 14 | -6 | -2
miR-122 sensor | -2[16.7 µM] | / | -3 | / | / | -4 | 0 | 15[16.7 µM]
Casp6 inh | 0 | 3 | / | 5 | -7 | 3 | -1 | 1
ERAP1 HTS inh | -2 | -1 | -10 | 6 | 0 | -2 | 4 | 0
F508del corr | 3.1 | / | 2.7 | -1.3 | 2.0 | -2.7 | 0.0 | 0.2
ERp5 block | 8 | -4 | -2 | -18 | 7 | -4 | 3 | -3

Along the list, quoted from above.
miR-122 sensor, nos. 1 to 8: -2[16.7 µM], /, -3, /, /, -4, 0, 15[16.7 µM]
ERp5 block, nos. 1 to 8: 8, -4, -2, -18, 7, -4, 3, -3
SIRT5 block, nos. 1 to 8: -2, /, -6, 11, -1, /, -3, -2

New compounds follow:
9. CCOC(=O)c1sc(N)c(C(=O)OCC)c1C
10. CC(C)(C)S(=O)N1Cc2cc(C(=O)O)nc(-c3cccc(-c4cc5ccccc5o4)c3)c2[C@@H]1CCO (some centres not stated)
11. CCN1C(=O)[C@H]2[C@@H](c3ccc(-c4ccc(OC)cc4)c(OC)c3)N[C@@](CC(C)C)(C(=O)OC)[C@H]2C1=O
12. O=C(N=C1SC2CS(=O)(=O)CC2N1c1cc(Cl)ccc1Cl)C1CC1 (configuration not stated)
13. CC(=O)NCCC(=O)N1CCCC(C(=O)c2ccc3c4c(cccc24)CC3)C1 (configuration not stated)
14. O=C(Cn1c(O)c(N=NC(=O)c2ccncc2)c2ccccc21)Nc1ccccc1
15. Cc1ccc(C(=O)CSc2nnc(CNc3ccc(F)cc3)o2)cc1
16. O=C1N(c2ccccc2C(F)(F)F)O[C@]1(c1ccccc1)C1CCCC1
compound no. | 9 | 10 | 11 | 12 | 13 | 14 | 15 | 16
SIRT5 block | 0 | 6 | -1 | 0 | -5 | 0 | 1 | -5
DENV2 CPE rescue | 10 | -3 | 3 | 3 | 3 | -1 | 10 | 7
miR-122 sensor | -2 | / | -3 | 3 | 1 | / | / | -7
Casp6 inh | -1 | 37* | 1 | -3 | 1 | -1 | -3 | 0
ERAP1 HTS inh | / | 3 | -3 | 2 | -6 | 15 | 1 | -1
F508del corr | 0.3 | 0.5 | 0.9 | 2.3 | -3.4 | -1.5 | 1.1 | -1.3
ERp5 block | 2 | -3 | -3 | -2 | 2 | 0 | -1 | -6

Four entries already listed, arranged by the number in ERAP1 HTS inh, descending:
14. O=C(Cn1c(O)c(N=NC(=O)c2ccncc2)c2ccccc21)Nc1ccccc1
12. O=C(N=C1SC2CS(=O)(=O)CC2N1c1cc(Cl)ccc1Cl)C1CC1 (configuration not stated)
16. O=C1N(c2ccccc2C(F)(F)F)O[C@]1(c1ccccc1)C1CCCC1
13. CC(=O)NCCC(=O)N1CCCC(C(=O)c2ccc3c4c(cccc24)CC3)C1 (configuration not stated)
compound no. | 14 | 12 | 16 | 13
SIRT5 block | 0 | 0 | -5 | -5
DENV2 CPE rescue | -1 | 3 | 7 | 3
miR-122 sensor | / | 3 | -7 | 1
Casp6 inh | -1 | -3 | 0 | 1
ERAP1 HTS inh | 15 | 2 | -1 | -6
F508del corr | -1.5 | 2.3 | -1.3 | -3.4
ERp5 block | 0 | -2 | -6 | 2

Further records follow.
17. COc1cc(NC(=O)c2cnc(N)s2)cc(C(=O)Nc2cccc(C(F)(F)F)c2)c1
18. COc1ccc(-c2nc3ccccc3nc2-c2ccccc2)cc1
19. CCOC(=O)[C@]12CCCC=C1N(Cc1ccco1)C(=O)[C@H](CC(=O)NCc1cccs1)C2
20. COc1cc(O)ccc1C(=O)CCc1ccc(O)cc1
21. CCOC(=O)N1CCN(C(=O)c2ccc(C)c(S(=O)(=O)Nc3cccc(C)c3C)c2)CC1
22. CN1C(=O)c2cc(NC(=O)c3cc(F)cc(F)c3)ccc2OC[C@@H]2O[C@H](CC(=O)O)CC[C@H]21
23. O=C(NC1CCCCCC1)C1CCCN(c2ncccn2)C1 (configuration not stated)
24. Cc1ccccc1-c1nc(CS(=O)(=O)CC(=O)NCCCN2CCOCC2)c(C)o1
compound no. | 17 | 18 | 19 | 20 | 21 | 22 | 23 | 24
SIRT5 block | -4 | -1 | / | -3 | -6 | -1 | -2 | 0
DENV2 CPE rescue | -1 | 1 | 1 | -4 | / | -1 | 0 | 2
miR-122 sensor | 1 | 9 | / | 16 | 17 | -4[16.7 µM] | -2 | -5
Casp6 inh | -2&22 | 1 | -3 | 2 | 3 | -2 | 8 | -3
ERAP1 HTS inh | -1&1 | 12 | / | 0 | 0 | 1 | -2 | -1
F508del corr | -1.6&-0.4 | / | -0.5 | -0.7 | -2.4 | 2.9 | 3.2 | 3.4
ERp5 block | 4&0 | -1 | -2 | 2 | 3 | 3 | 4 | -5

25. C[C@H]1CN([C@@H](C)CO)S(=O)(=O)c2ccc(-c3ccc(C(=O)N(C)C)cc3)cc2O[C@@H]1CN(C)C(=O)C1CCOCC1
26. CCOc1ccc(S(=O)(=O)n2nc(C)c(S(=O)(=O)N3CCOCC3)c2C)cc1
27. Cc1cc(C)cc(NC(=O)c2ccc([N+](=O)[O-])o2)c1
28. C[C@@H]1CCCCO[C@H](CN(C)C)[C@@H](C)CN([C@H](C)CO)C(=O)c2cc(NS(=O)(=O)c3ccc(F)cc3)ccc2O1
29. O=C(COC(=O)c1cc(S(=O)(=O)N2CCCCC2)ccc1Cl)NCc1ccco1
30. N#CC(=C1C=C(Br)C(=NO)C=C1Cl)c1cccc2ccccc12
31. CCCCS(=O)(=O)N1CCCc2nc(-c3ccccc3)ccc21
32. Oc1ccc(Cn2ccnc2)c2cccnc12
compound no. | 25 | 26 | 27 | 28 | 29 | 30 | 31 | 32
SIRT5 block | -3 | -1 | -4 | -15 | 0 | 1 | / | -2
DENV2 CPE rescue | 27 | 2 | 0 | -2 | 1 | 7 | -8 | /
miR-122 sensor | 5[16.7 µM] | -3 | 22 | 3[16.7 µM] | 0 | 11 | / | 6
Casp6 inh | -3 | -2 | / | -3 | -1 | 3 | 3 | /
ERAP1 HTS inh | 1 | 1 | -4 | -3 | -4 | -4 | -1 | -3
F508del corr | -2.2 | -0.2 | 4.2 | 0.9 | 1.6 | -0.7 | 0.3 | 0.1
ERp5 block | -1 | -3 | 4 | -3 | 2 | 7 | 4 | -3

Single entries from the list.
DENV2 CPE rescue with cpd 31 = -8
ERp5 block with cpd 27 = 4
ERp5 block with cpd 32 = -3
miR-122 sensor with cpd 28 = 3[16.7 µM]
F508del corr with cpd 26 = -0.2
miR-122 sensor with cpd 25 = 5[16.7 µM]

Assay outcomes (PubChem)
